High-throughput results from PubChem.
S100A4 inh HTS: inhibitors of human S100A4 binding to myosin IIA peptide | S100A4/TAMRA-MyoIIA peptide fluorescence polarization | AID 652163 | actives 0.14% (n = 360,000) | inhibition, % at 10.7 µM | P26447;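 active = mean inhibition of at least 70% across replicates, with every replicate also reaching that level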
Target sequence (P26447 whole entry, looked up): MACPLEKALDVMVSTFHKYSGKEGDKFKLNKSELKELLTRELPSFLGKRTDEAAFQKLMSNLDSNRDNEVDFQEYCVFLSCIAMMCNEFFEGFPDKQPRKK
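assay system = human S100A4 monomer with TAMRA-labelled myosin IIA peptide | also added = labelled myosin peptide probe, 5 nM | incubation = 5 min between mix addition and reading | control set = DMSO and TFP controls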
RAD54 inh: RAD54 (human) branch migration inhibition; Q92698; RAD54 Holliday junction branch migration, FAM/BHQ fluorescence; inhibition, % at 10.4 µM; actives 0.14% (n = 360,000); AID 602329;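 active = mean normalized replicate activity at least 40 and at least half of replicates scoring 40 or more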;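 also: 0% = median of neutral control wells and 100% = median of positive control wells; inhibitors cause a drop in the FAM fluorescence signal; in these data hits start at about 50%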
Target sequence (Q92698 whole entry, looked up): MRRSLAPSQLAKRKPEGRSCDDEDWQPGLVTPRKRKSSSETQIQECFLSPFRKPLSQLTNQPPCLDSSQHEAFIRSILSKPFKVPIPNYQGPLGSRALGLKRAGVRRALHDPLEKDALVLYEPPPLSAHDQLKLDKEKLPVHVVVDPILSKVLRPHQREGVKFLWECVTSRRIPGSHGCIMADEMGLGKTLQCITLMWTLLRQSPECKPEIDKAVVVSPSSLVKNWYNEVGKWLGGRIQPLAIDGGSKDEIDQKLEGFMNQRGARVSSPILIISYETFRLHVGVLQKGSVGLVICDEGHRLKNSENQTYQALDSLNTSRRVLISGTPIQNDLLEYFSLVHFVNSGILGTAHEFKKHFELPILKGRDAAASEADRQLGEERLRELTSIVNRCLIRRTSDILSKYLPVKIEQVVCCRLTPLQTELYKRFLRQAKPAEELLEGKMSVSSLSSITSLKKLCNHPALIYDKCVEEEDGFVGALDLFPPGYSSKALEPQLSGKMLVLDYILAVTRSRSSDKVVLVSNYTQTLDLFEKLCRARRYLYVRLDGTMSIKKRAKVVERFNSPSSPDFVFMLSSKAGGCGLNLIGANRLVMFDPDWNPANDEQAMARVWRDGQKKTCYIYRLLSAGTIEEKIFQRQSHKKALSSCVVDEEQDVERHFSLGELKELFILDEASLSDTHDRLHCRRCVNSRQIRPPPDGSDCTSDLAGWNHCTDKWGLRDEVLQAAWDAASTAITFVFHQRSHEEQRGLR
RAD52 anneal inh: blocks human RAD52 DNA annealing; P43351; recombinant RAD52 DNA annealing, FRET fluorescence; inhibition, % at 18.7 µM; actives 0.46% (n = 360,000);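 active = every replicate showing at least 50% inhibition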
esBAF inh: blocks esBAF chromatin remodeling in mouse ES cells | Bmi1-luciferase knock-in reporter, 24 h; 100% = twice the neutral-well signal | reporter increase, % at 12.5 µM | actives 2% (n = 350,000); in the data active = activation above about 40%;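 also: 0% = median of the plate's neutral control wells and 100% = double that signal; a rise in the Bmi1 reporter signal indicates esBAF inhibition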
E-selectin induc: E-selectin induction on HUVECs; actives 0.37% (n = 260,000); AID 686992; HUVEC E-selectin immunofluorescence imaging; normalized: neutral wells 0, TNF-alpha wells 100; activation, % at 7.58 µM; P16581;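 active = mean E-selectin-positive cell signal at least 10% of the positive control, reached in at least 60% of replicates, without over 20% cell loss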;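 also: in these data hits start at about 27%; measured in HUVEC primary endothelial cells; signal is the percent of cells scored E-selectin positive by PE staining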
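material = human umbilical vein endothelial cells (HUVEC), E-selectin induction | quantity = 3,000 cells/well | medium = EGM-2 growth medium on 0.1% gelatin-coated wells | technique = immunofluorescence imaging | read-out basis = % PE-positive cells | control set = TNF-alpha positive control, DMSO neutral control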
ERp5 inh: inhibitors of human ERp5; Q15084; ERp5 insulin aggregation, absorbance 650 nm, 90 min; inhibition, % at 9.99 µM; actives 0.05% (n = 350,000);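 active = mean replicate inhibition above about 25%, with every replicate also reaching it, limit read from the data, passing the limit was not always enough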
XiGFP reactiv: activators of X-chromosome reactivation in mouse fibroblasts. XiGFP mouse fibroblasts, % GFP-positive cells imaging, 3 d; cells co-treated with 5-aza-dC sensitizer; scaled so ellipticine positive control = 100%. activation, % at 7.58 µM. actives 0.055% (n = 360,000);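 active = mean normalized replicate activation at least 10% and every replicate at or above 10%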;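 also: 0% = median of on-plate neutral control wells and 100% = ellipticine 6 µM median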
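System: 68-5-11 XiGFP fibroblast line | Buffer or medium: DMEM containing 5-aza-dC | Compound: Single point | Times: Compounds 3 days, fix/stain 15 min at room temperature | Benchmarks: Positive control ellipticine, 6 µM final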
ERAP1 HTS inh: inhibitors of human ERAP1 aminopeptidase; AID 652197; Q9NZ08; inhibition, % at 10.7 µM; actives 0.15% (n = 340,000); recombinant ERAP1, Leu-AMC fluorescence, 60 min;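 active = mean replicate inhibition of at least 30%, or all replicates individually reaching that 30% level; inactive = mean below 30% and not every replicate reaching it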;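 also: 0% = neutral control wells and 100% = L-leucinethiol positive control wells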
An asterisk follows results filed as active; . = not tested or not shown.

SMILES	S100A4 inh HTS	RAD54 inh	RAD52 anneal inh	esBAF inh	E-selectin induc	ERp5 inh	XiGFP reactiv	ERAP1 HTS inh
CC(C)CC(=O)Nc1sc2c(c1C(=O)O)CCCCC2	4	.	-1	.	.	4	0.0	-2
Cc1ccc(S(=O)(=O)Nc2ccc3c(c2)CC(=O)N([C@@H](C)CO)C[C@@H](C)[C@@H](CN(C)CC2CC2)O3)cc1	7	-3	12	-5	-0.1	-1	-0.2	1
CC1CN(C(=O)/C=C/c2ccccc2Cl)CC(C)O1 (centres undefined)	-20	-15	5	10	0.1	-1	-0.1	-4
COc1ccc2c3c(n(C)c2c1)[C@@H](CO)N(C(=O)NC1CCCC1)CC31CCN(C(C)=O)CC1	-3	.	15	.	-0.1	6	0.2	-2
CCn1c(NCCCO)nc2c(c1=O)C(C)(CC)Cc1ccccc1-2 (centres undefined)	-1	.	7	.	-0.6	-3	0.0	2
Cc1cc(NS(=O)(=O)c2ccc(NC(=O)COc3ccccc3[N+](=O)[O-])cc2)no1	0	-6	-8	-5	-0.1	4	0.0	1
C/C(=N/NC(=O)CNC(=O)/C=C/c1ccco1)c1ccc(Cl)cc1	-4	-6	-14	-4	2.5	17	0.0	-2
CCOc1ccc(NC(=O)CCN2CCN(S(=O)(=O)c3ccc(F)cc3)CC2)cc1	5	-9	-13	-1	-0.1	.	0.0	2
CCCN1C(=O)c2cc(C(=O)Nc3ccc(OC)c(OC)c3)ccc2C1Nc1ccc(OC)c(OC)c1 (centres undefined)	-23	.	-6	.	.	1	0.2	0
Cc1sc(NC(=O)Cn2c(=O)oc3ccccc32)nc1-c1ccc(Cl)cc1	-2	.	-11	.	2.6	-1	1.2	-1
CC(C)c1ccc(NC(=O)c2ccc3c(c2)CCN3S(C)(=O)=O)cc1	5	-13	-9	11	.	1	0.1	1
Cc1ccc(NC(=O)c2oc3ccccc3c2NC(=O)C2CC2)cc1	4	-5	-17	3	.	-12	0.0	2
CN1C(=O)c2cc(NC(=O)c3cccc(F)c3)ccc2OC[C@@H]2O[C@H](CC(=O)NCc3ccccc3Cl)CC[C@@H]21	3	9	-7	12	0.1	-4	0.0	0
C=C(C)C(=O)N1CC2(CC(c3cccc(NC(=O)COc4ccc(Cl)cc4)c3)=NO2)C[C@@H]1C(N)=O (some centres undefined)	0	7	-12	2	-0.3	-4	0.2	-6
CCC(=O)N(C)C[C@H]1Oc2cc(C#CCOC)ccc2S(=O)(=O)N([C@@H](C)CO)C[C@@H]1C	1	-5	-19	0	-0.5	2	-0.5	4
COC(=O)c1c(NC(=O)c2ccccc2OC)sc(C(=O)N2CCOCC2)c1C	-7	-2	-7	-7	.	5	0.1	4
CC(C)NC(=O)N(C)C[C@@H]1Oc2ncc(C#Cc3ccccc3F)cc2C(=O)N([C@H](C)CO)C[C@H]1C	15	1	8	-6	-0.1	-4	0.2	-3
O=C(CN1C(=O)NC2(CCCC2)C1=O)Nc1nc(-c2ccc(F)c(F)c2)cs1	-2	-5	-28	3	.	-1	0.0	6
O=C(Cc1cccc(NC(=O)C2CCN(C(=O)C3CC3)CC2)c1)Nc1cccc(C(=O)N2CCOCC2)c1	4	-4	2	1	-0.1	3	0.0	-10
Cc1cc([N+](=O)[O-])nn1Cc1noc(C(=O)NCCc2ccccn2)n1	2	6	-117	-1	.	2	0.1	1
COc1cc(O)c(C=NN2C(=O)CSC2=S)c(OC)c1	-5	-9	-219	7	-0.1	-6	0.1	1
COCCn1nnnc1CN1CCC(O)(c2cccc(C(F)(F)F)c2)CC1	5	3	-3	3	.	-4	.	0
NNC(=O)CSCc1nc(-c2ccccc2)cs1	-5	.	-7	.	.	-5	0.0	-1
COc1cc2c(cc1OC)C(c1ccccc1)CC2=O (centres undefined)	1	.	-6	.	11	-1	0.4	-3
Cc1ccc(N(CC(=O)NCc2ccccn2)S(=O)(=O)c2ccccc2)cc1Cl	-2	2	1	2	0.1	7	0.1	0
Cc1cc(Br)ccc1NC(=O)CN1CCN(c2ccccn2)CC1	3	-3	-9	-3	0.3	1	0.0	3
COCCN(C(=O)CSc1nnc(-c2cccs2)n1N)c1c(N)n(Cc2ccccc2)c(=O)[nH]c1=O	2	-6	-28	-3	-0.2	-3	-0.1	-4
COC(=O)C[C@H]1CC[C@@H]2[C@H](COc3ccc(NC(=O)c4ccc(F)cc4)cc3C(=O)N2C)O1	2	-4	7	-2	0.0	-5	0.3	0
COc1cc(NC(=O)c2ccccc2)c(OC)cc1NC(=O)CN1C(=O)N(C)C2(CCCCC2)C1=O	-8	-17	-7	-1	.	1	-0.1	4
Cc1ccc(C)c(OCC(=O)N/N=C/c2ccc(N3CCOCC3)cc2)c1	-10	2	-371	8	0.5	3	0.0	-1
CCOc1cc(/C=N/Nc2nn3cnnc3c3ccccc23)ccc1O	11	1	1	2	2.4	2	-0.1	.
C[C@H](CO)NC(=O)c1[nH]cnc1C(=O)Nc1cccc(Cl)c1	2	-3	-13	13	0.1	4	0.6	4
COc1ccc(C2(c3ccc(OC)cc3)NC(=O)N(CC(=O)Nc3ccccc3C)C2=O)cc1	-20	2	-14	.	-1.1	6	1.7	-3
C[C@@H]1CN([C@H](C)CO)C(=O)c2cc(C#Cc3ccccc3F)cnc2O[C@H]1CN(C)C(=O)C1CCC1	-16	-2	4	4	0.6	-6	0.3	0
NC1=NC(=Nc2ccc(S(=O)(=O)N3CCOCC3)cc2)c2ccccc21	1	-4	-12	-5	3.5	-1	0.0	2
Cc1cc(NC(=O)CSc2nnc(-c3ccccc3)n2C)no1	1	.	-1	0	.	1	0.0	0
CCN(C)C1CN(Cc2cn(CCCOC)nn2)S(=O)(=O)C1 (centres undefined)	-2	.	-9	.	-0.2	-4	0.0	.
COc1ccc(OC)c(S(=O)(=O)N(C)CC(=O)N2CCN(c3ccccc3)CC2)c1	4	3	-10	3	.	-3	.	3
CC(C)C[C@@H]1COc2cc(N3CCOCC3)ccc2S(=O)(=O)N1	-3	.	-13	.	0.1	1	0.1	-11
CC=Cc1ccc2n(c1=O)C[C@H]1[C@H](CO)[C@@H](C(=O)NCc3ccccc3)N(CCC(F)(F)F)[C@@H]21 (mixture of isomers)	15	-1	-18	5	-0.4	-4	0.1	8
CSC(=Nc1cccc(C)c1)NC#N	-4	.	-6	.	0.2	3	0.0	0
COc1ccc(C2NC(=S)NC3=C2N2CCC3CC2)cc1 (centres undefined)	-5	.	-12	.	.	4	-0.1	-1
FC(F)(F)c1cc(-c2cccs2)nc2ncnn12	-3	5	-11	-10	.	-3	0.0	-46
Cc1ccc(C)c(N2CC(C(=O)Nc3cc(C)on3)CC2=O)c1 (centres undefined)	4	-3	-13	2	-0.1	-2	0.1	2
O=C(CNC(=O)C1CCCCC1)Nc1ccc(F)c(Cl)c1	-3	10	-1	-4	2.6	1	0.2	-2

Some entries already given, showing only RAD52 anneal inh.
| Compound | RAD52 anneal inh |
| --- | --- |
| Cc1ccc(NC(=O)c2oc3ccccc3c2NC(=O)C2CC2)cc1 | -17 |
| CN1C(=O)c2cc(NC(=O)c3cccc(F)c3)ccc2OC[C@@H]2O[C@H](CC(=O)NCc3ccccc3Cl)CC[C@@H]21 | -7 |

(listing goes on)
SMILES	S100A4 inh HTS	RAD54 inh	RAD52 anneal inh	esBAF inh	E-selectin induc	ERp5 inh	XiGFP reactiv	ERAP1 HTS inh
CC(C)NC(=O)N(C)C[C@@H]1Oc2c(NC(=O)NC3CCCCC3)cccc2C(=O)N([C@@H](C)CO)C[C@@H]1C	6	2	7	1	0.2	4	0.1	-1
CCCCn1c(N)c(N(CCOC)C(=O)CCS(=O)(=O)c2ccc(Cl)cc2)c(=O)[nH]c1=O	1	6	-7	0	-0.1	0	0.0	2
COc1c(C)cc(C(O)c2ncc(-c3ccccc3Cl)[nH]2)cc1C (centres undefined)	-1	-4	-23	-2	0.0	-4	0.0	-6
C[C@@H]1CN([C@@H](C)CO)C(=O)c2cc(NS(C)(=O)=O)ccc2O[C@@H](C)CCCCO[C@@H]1CN(C)C(=O)C1CCCCC1	3	3	0	1	0.1	-2	0.2	1
OCCC1CN(Cc2cnc(N3CCCC3)s2)CCN1C1CCCC1 (centres undefined)	-2	11	-1	4	.	-3	0.1	3
C[C@H]1CN([C@@H](C)CO)C(=O)c2cc(-c3ccc(C#N)cc3)cnc2O[C@@H]1CN(C)C(=O)Nc1ccc(F)cc1	4	16	12	-1	0.9	5	-1.3	0
C[C@@H]1CN([C@H](C)CO)C(=O)c2cc(-c3ccccc3F)cnc2O[C@H]1CN(C)C(=O)NC1CCCC1	1	3	-4	2	0.9	0	0.4	1
Cc1ccc(S(=O)(=O)CCC(=O)OCC(=O)NCc2ccccc2)cc1	1	.	-8	.	.	4	0.0	1
C[C@H]1CCCCO[C@H](CN(C)C(=O)CCCN(C)C)[C@@H](C)CN([C@@H](C)CO)C(=O)c2cc(NC(=O)Nc3ccc4c(c3)OCO4)ccc2O1	.	7	.	1	0.1	.	0.0	.
COC(=O)[C@@H]1C[C@@]2(O)[C@H](O)[C@H](O)[C@H](O)C[C@H]2N1Cc1cc(OC)cc(OC)c1	-1	-5	4	-10	0.0	4	0.5	-3
COc1cccc(CN2CC(C(=O)N(C)Cc3ccnc4ccccc34)CCC2=O)c1 (centres undefined)	-2	-24	-11	1	-0.3	-1	0.0	3
c1ccc(CNc2nc3ccccc3n2CCN2CCOCC2)nc1	5	-11	-20	-6	.	-2	.	-2
COC(=O)N/N=C/c1cccc([N+](=O)[O-])c1	2	.	-3	.	.	3	0.1	-1
CC(=O)c1cccc(NC(=O)COC(=O)c2cccs2)c1	-1	-5	-8	-14	.	-68	0.1	0
C[C@@H](c1ccccc1)N1C[C@H](COCc2ccccc2)Oc2cc(N3CC[C@@H](N(C)C)C3)ccc2S1(=O)=O	-3	.	-12	.	0.0	6	0.1	3
COCC#Cc1ccc([C@@H]2[C@@H](CO)N3CCCCN(C(=O)NC4CCCC4)C[C@@H]23)cc1	8	1	-25	2	0.1	-5	0.2	0
CN1C(C)(C)CCCC1(C)C	-5	-11	-8	3	0.0	4	0.1	-2
C[C@H](CO)N1C[C@H](C)[C@H](CN(C)Cc2ccc(C(=O)O)cc2)Oc2ccc(NS(=O)(=O)c3ccc(Cl)cc3)cc2C1=O	-3	4	12	0	-0.1	-4	-0.7	-1
N#Cc1nnn2c1nc(N)c1c(Cl)cccc12	-3	.	-5	.	-0.3	-4	0.0	-5
NC(=O)c1nn(-c2ccccc2)nc1N	-2	3	1	1	.	3	.	3
O=C(NCCS(=O)(=O)N1CCN(Cc2ccccc2)CC1)c1ccccc1	-13	8	6	.	-0.1	-1	0.0	-1
Cc1ccnc(NC(=O)C2CCN(S(=O)(=O)c3c(C)c(C)cc(C)c3C)CC2)c1	-1	1	-3	9	-1.0	-7	0.0	-1
CN(C)C(=O)c1cccc(-c2ccc3c(c2)[C@@H]2[C@@H](CCN2C(=O)C2CCCCC2)[C@H](CO)N3)c1	.	-5	.	1	0.2	.	0.2	.
Cc1[nH]c2ccccc2c1C(=O)C(=O)NC1CC1	3	10	-11	-4	0.0	7	0.1	-4
